SUMO HTRF inh: blocks human SUMOylation mediated by UBC9; HTRF SUMOylation assay, SAE1/SAE2 + UBC9, in vitro; inhibition, % at 35 µM; P63279; 0.36% of 290,000 active; in the data active = inhibition above about 50%, passing the limit was not always enough; also: strong numbers were not always called active
HCV NS3 hel inh: inhibitors of Hepatitis C virus NS3 helicase; NS3 helicase DNA unwinding, Cy5 molecular beacon fluorescence; inhibition, % at 10.9 µM; 0.56% of 290,000 active;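 active = inhibition above the mean of all tested compounds plus 3 SD, set per campaign, cut at about 35% in these data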;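 also: 0% = DMSO wells and 100% = thioflavine S control wells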
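Test system: hepatitis C virus NS3 helicase domain fragment enzyme. Also added: annealed dual-labelled DNA beacon duplex, ATP-started. Timing: 60 min unwinding reaction at 25 °C after ATP addition. Technique: Cy5 fluorescence. Measure: % inhibition of unwinding.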
IDE inh: inhibits human insulin-degrading enzyme in HEK cells; FAbetaB cleavage, fluorescence polarization; inhibition, % at 5.59 µM; 0.41% of 320,000 active; AID 434962;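 active = percent inhibition above the average of all tested compounds plus 3 SD, set per screening campaign, cut at about 16% in these data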;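 also: IDE supplied by intact live HEK cells; FP after avidin binding of uncleaved biotin substrate so inhibition keeps polarization high; 0% = DMSO wells and 100% = 60 µM reference IDE inhibitor Ii1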
VIM-2 inh: inhibitors of Pseudomonas aeruginosa VIM-2 metallo-beta-lactamase. purified VIM-2, nitrocefin hydrolysis, epi-absorbance fluorescence. inhibition, % at 5.6 µM. 0.89% of 290,000 active. AID 1527;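 active = inhibition above the mean of all tested compounds plus 3 SD, cutoff set per screening run, cut at about 7.5% in these data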;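 also: red hydrolysis product quenches plate fluorescence so inhibitors raise well fluorescence; 0% = enzyme with DMSO and 100% = DMSO without enzyme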
IDE act: boosts human insulin-degrading enzyme activity in HEK cells; activation, % at 5.96 µM; 0.073% of 340,000 active; AID 493087; FAbeta-B cleavage, fluorescence polarization; 0% vehicle, 100% cell-free pure enzyme wells; P14735;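 active = activation above the mean of all tested compounds plus 3 SD, set per screening campaign, cut at about 17% in these data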
CRFR2-BP antag: CRF-BP/CRF-R2 complex antagonism; HEK293 CRF-R2/CRF-BP, CRF-induced calcium fluorescence; inhibition, % at 11.8 µM; 0.59% of 350,000 active; AID 588475;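 active = inhibition of the ligand-induced calcium signal above about 50% at the single tested concentration, limit read from the data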
pCIP destab: compounds decreasing mouse p/CIP protein stability. Q05BA5. F442A p/CIP-EGFP cells, EGFP fluorescence, 16 h. decrease of EGFP signal, % at 10 µM. 0.01% of 290,000 active. AID 1984;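 active = EGFP signal decrease of at least 30% at 10 µM or well 3 SD below plate mean, unless failing retest; inactive = the rest, including hits failing retest or dose response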; also: some compounds called inactive have numbers as strong as hits; many of its hits are not listed in these tables
Target sequence (Q05BA5 1-1403): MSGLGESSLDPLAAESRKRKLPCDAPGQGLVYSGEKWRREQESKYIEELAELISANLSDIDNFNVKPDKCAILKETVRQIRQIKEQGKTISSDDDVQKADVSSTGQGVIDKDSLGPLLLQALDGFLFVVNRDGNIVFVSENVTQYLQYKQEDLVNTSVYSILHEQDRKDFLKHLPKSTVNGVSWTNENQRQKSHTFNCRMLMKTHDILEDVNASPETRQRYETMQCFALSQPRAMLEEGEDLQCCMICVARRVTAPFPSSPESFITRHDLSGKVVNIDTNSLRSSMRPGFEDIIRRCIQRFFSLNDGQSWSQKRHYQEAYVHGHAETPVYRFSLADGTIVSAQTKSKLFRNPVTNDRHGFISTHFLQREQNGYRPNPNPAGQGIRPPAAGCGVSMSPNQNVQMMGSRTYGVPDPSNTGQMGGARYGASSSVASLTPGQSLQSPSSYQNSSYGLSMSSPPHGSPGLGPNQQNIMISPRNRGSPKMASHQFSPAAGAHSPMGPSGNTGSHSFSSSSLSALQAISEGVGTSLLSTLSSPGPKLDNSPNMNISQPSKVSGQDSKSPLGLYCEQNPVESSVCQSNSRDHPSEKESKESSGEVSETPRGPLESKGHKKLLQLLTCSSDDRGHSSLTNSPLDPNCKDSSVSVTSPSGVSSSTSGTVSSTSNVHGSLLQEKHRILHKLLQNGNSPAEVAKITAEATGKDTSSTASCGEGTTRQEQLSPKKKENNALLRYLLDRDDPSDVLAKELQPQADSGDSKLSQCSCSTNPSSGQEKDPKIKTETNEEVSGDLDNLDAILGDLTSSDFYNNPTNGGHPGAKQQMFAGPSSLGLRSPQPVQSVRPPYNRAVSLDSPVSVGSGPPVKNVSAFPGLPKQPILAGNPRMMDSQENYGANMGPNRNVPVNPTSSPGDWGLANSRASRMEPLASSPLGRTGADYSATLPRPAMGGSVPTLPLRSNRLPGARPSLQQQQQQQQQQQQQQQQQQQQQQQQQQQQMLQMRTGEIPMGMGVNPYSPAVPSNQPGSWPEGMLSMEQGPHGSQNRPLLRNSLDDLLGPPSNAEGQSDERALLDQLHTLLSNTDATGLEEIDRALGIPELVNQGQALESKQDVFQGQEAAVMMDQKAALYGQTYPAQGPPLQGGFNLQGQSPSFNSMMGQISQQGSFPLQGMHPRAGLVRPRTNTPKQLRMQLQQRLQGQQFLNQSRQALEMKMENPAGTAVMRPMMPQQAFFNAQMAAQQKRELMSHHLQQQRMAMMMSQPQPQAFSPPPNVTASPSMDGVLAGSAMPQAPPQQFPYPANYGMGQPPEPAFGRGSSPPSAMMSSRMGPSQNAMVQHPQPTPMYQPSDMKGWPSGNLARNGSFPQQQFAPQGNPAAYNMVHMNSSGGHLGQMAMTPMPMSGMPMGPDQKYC
IMP-1 inhibitor: inhibitors of Pseudomonas aeruginosa IMP-1 metallo-beta-lactamase; 0.45% of 290,000 active; inhibition, % at 5.6 µM; purified IMP-1, nitrocefin hydrolysis, epi-absorbance fluorescence;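 active = inhibition above the mean plus 3 SD of all compounds in the same screening run, cut at about 4.5% in these data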;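 also: 0% = IMP-1 with DMSO and 100% = DMSO wells lacking enzyme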
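Assay system: purified IMP-1; Quantity: IMP-1 0.2 nM before substrate addition; Medium: HEPES buffer pH 7.1 with ZnSO4 and Brij 35; Incubation: 15 min enzyme–compound preincubation, then 25 min nitrocefin reaction, 25 °C; Signal: fluorescence quenching readout, ex 480/em 530 nm; Controls: DMSO with and without IMP-1; Repeats: singlicate testing.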
GalR3 antag: antagonists of human GalR3; O60755; HEK293 GalR3-CNG cAMP membrane potential fluorescence; galR3 body fused to GalR1 C-terminus; inhibition, % at 3 µM; 0.44% of 360,000 active; AID 651719;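 active = inhibition above the screen-wide average plus 3 SD, cut at about 13% in these data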;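 also: forskolin and galanin both at EC90 stimulate the cells; cAMP rise reported by CNG channel membrane potential dye signal; 0% = forskolin plus galanin with DMSO and 100% = forskolin alone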
Starred values were filed as active, the others as inactive; x = no result given.

SMILES	SUMO HTRF inh	HCV NS3 hel inh	IDE inh	VIM-2 inh	IDE act	CRFR2-BP antag	pCIP destab	IMP-1 inhibitor	GalR3 antag
CCc1nn(C(CC)C(=O)NCc2cccc(OC)c2OC)c(=O)c2cc3occc3n12 (centres undefined)	7	-5	3	-6.2	-3	8	21	-2.7	2
COc1ccc(Nc2cnn(-c3nc4ccccc4s3)c(=O)c2Cl)cc1	18	9	6	-4.0	-6	15	-7	-1.7	-2
COc1ccc(CC(=O)OC(C)CN2CCCC2)cc1 (centres undefined)	10	-3	4	-0.1	5	2	-2	-0.6	-5
Cc1ccccc1C(=O)NC(=S)Nc1sc2c(c1C#N)CCC(C)C2 (centres undefined)	-7	7	6	-2.5	-5	-31	-3	-2.7	-7
CCc1nc2ccccc2n1CC(=O)NC1CCS(=O)(=O)C1 (centres undefined)	x	x	5	x	4	2	x	x	-5
CN(CCCNC(=O)C1CCC(CNS(=O)(=O)c2ccccc2)CC1)Cc1ccccc1 (centres undefined)	7	6	1	-2.4	6	-6	-6	-1.8	1
c1ccc(-c2cc3c(N4CCN(c5ccccc5)CC4)ncnc3s2)cc1	21	-7	3	0.3	-3	-18	-1	0.1	5
CCOC(=O)N1CCN(CC(=O)Nc2c(C(=O)OC)[nH]c3cc(C)ccc23)CC1	28	-4	3	-2.9	1	21	-11	0.1	-2
CC(C)=CCCC(C)CN1CCC(N2CCC(C(=O)N3CCCC3)CC2)CC1 (centres undefined)	10	-1	-2	-0.4	2	-7	-2	-1.8	12
CCOCCn1c(=O)c2c(nc3n2CC(C)CN3CCc2ccccc2)n(C)c1=O (centres undefined)	4	8	-7	1.7	2	-7	-10	-1.4	3
O=C(Oc1coc(CSc2ncccn2)cc1=O)c1ccco1	2	-4	0	-0.9	1	31	20	-1.6	-5
CC(C)CCNC(=O)C(C)N(Cc1ccc(F)cc1)C(=O)c1ccc(CN2CCCCC2)o1 (centres undefined)	0	-7	-2	-0.5	1	-17	0	-3.5	x
CCCCNC(=O)N(C)c1nc2ccccc2s1	-2	-7	4	-4.5	1	8	4	-2.1	-4
Cc1cc(C)c2nc(N(CCCN(C)C)C(=O)c3ccc(S(=O)(=O)N4CC(C)OC(C)C4)cc3)sc2c1 (centres undefined)	x	x	3	x	7	-20	x	x	-5
CC(c1n[nH]c(=S)n1-c1ccc(Cl)cc1)N(C)C (centres undefined)	-3	-6	3	3.0	0	-3	-4	-3.1	-3
Cc1cc(N2C(=O)c3ccc(C(=O)Nc4ccc(O)cc4C(=O)O)cc3C2=O)no1	53	12	5	-1.4	-1	3	-11	-3.5	-1
CC(C)Cn1c2c(c(O)c(C(=O)Nc3nc4ccccc4s3)c1=O)CCCC2	15	-4	-6	-1.2	-1	1	0	-1.3	-5
O=C(CSc1nnnn1-c1ccc(O)cc1)NC1CCCCC1	-5	-1	-7	0.0	6	-5	5	-1.9	-10
COc1ccc(CC(=O)N2N=C(c3ccncc3)CC2(O)C(F)(F)F)cc1 (centres undefined)	6	-9	2	0.1	5	-4	-3	0.1	-7
C/C=C/c1ccc(OCCOc2ccc(C=O)cc2OC)c(OC)c1	7	1	-2	-3.9	-2	1	-26	-2.9	-8
O=C(Cn1cnc2ccccc21)c1ccccc1	2	10	x	1.4	0	5	-5	1.0	-6
O=S(=O)(c1ccc(Br)cc1)c1nc(-c2ccccc2)oc1NCCN1CCOCC1	19	-44	3	-1.1	5	-28	-20	0.1	-1
COC(=O)c1c(C)oc(C)c1S(=O)(=O)NCc1ccc(Cl)cc1	12	5	-4	-2.0	10	7	0	-1.4	1
Cc1cc(C)n2nc(S(=O)(=O)N(C)Cc3ccccc3)nc2n1	25	17	6	-2.6	3	1	-1	0.9	-3
CSc1ccc(S(=O)(=O)NC2CCCCC2)cc1	11	1	-1	-4.0	8	-2	-6	-6.3	-2
COc1ccc(N2C(=O)c3ccccc3NC23C(=O)N(C)c2ccccc23)cc1 (centres undefined)	2	-6	0	-3.0	3	7	-2	0.9	-3
Cc1ccc(S(=O)(=O)N2CCCC2C(=O)OCc2nc3sc(C)c(C)c3c(=O)[nH]2)cc1 (centres undefined)	1	-13	-4	-2.0	3	20	-7	-4.2	-3
N#Cc1cc(NC(=O)c2ccc(F)cc2)c(=O)n2c1[nH]c1ccccc12	-10	3	-4	-2.6	x	x	-8	-2.2	x
CCC(C)(C(=O)NC1CCCC1)N(Cc1ccco1)C(=O)Cc1cccs1 (centres undefined)	5	6	-1	-2.6	1	9	-6	-1.6	-4
Cc1ccc(/C=C/C(=O)C2C(=O)c3ccccc3C2=O)cc1	21	15	5	-5.8	1	6	2	-2.0	4
COc1ccc(CCNCc2ccc(OCc3ccc(Cl)nc3)c(OC)c2)cc1OC	13	-7	3	-2.9	4	1	-20	-1.7	-7
O=C(CCc1ccccc1)N1CCN(Cc2ccc(F)cc2Cl)CC1	12	-1	1	-2.1	5	-3	-9	-3.1	-8
COc1cccc(NC(=O)CN(C)C(=O)Cn2cnc3ccccc3c2=O)c1	x	x	-2	x	4	-2	x	x	0
O=C(CC1CCCCC1)NCC1CCCO1 (centres undefined)	-5	-6	8	0.5	4	-3	-4	-1.3	-1
O=C(NN1C(=O)c2ccc(-c3ccc4c(c3)C(=O)N(NC(=O)c3cccnc3)C4=O)cc2C1=O)c1cccnc1	-4	13	3	-4.5	-4	-9	4	-3.7	-2
CC(C)=CCN1CCN(Cc2cccn2-c2ncccn2)CC1CCO (centres undefined)	-4	-7	-8	-3.8	1	-1	-14	-2.3	2
COc1ccc2c(CN(C)c3ccccc3)cc(=O)oc2c1	6	-5	x	-2.3	1	23	4	-2.6	2
COc1ccc(Nc2nc(C)cc(C)n2)cc1Cl	2	-27	6	-3.1	5	11	-4	-1.9	0
O=C(O)CC(=O)Nc1ccccc1C(=O)O	14	-7	1	0.1	6	6	5	-7.0	-3
O=C(CCCC1=NS(=O)(=O)c2ccccc2N1)OCc1ccc(Cl)cc1	x	-6	7	-4.0	5	-19	-7	-3.6	-5
CCN(CC)CCC(c1ccc2c(c1)OCO2)c1c(OC)cc(OC)c2c(-c3ccccc3)cc(=O)oc12 (centres undefined)	-1	x	-2	x	8	-11	-5	x	-1
N#CCCN(C(=O)COC(=O)CNC(=O)c1ccc(-c2ccccc2)cc1)c1ccc(F)cc1	x	x	9	x	-10	22	x	x	-1
CN(C)c1ccc(NC(=O)CCn2c(=S)oc3ccccc32)cc1	3	-15	-5	-1.2	0	7	-50	-1.7	-1
CN1CCN(NC(=S)Nc2ccc(Oc3ccccc3)cc2)CC1	15	-28	4	-5.8	1	-4	2	-1.8	-6
C/C(=N\NC(=O)c1c(Cl)c(C)nn1C)c1ccc(NC(=O)C2CCC2)cc1	-4	-6	1	-2.4	-1	9	19	0.2	0
CC(=O)O[C@H]1CC[C@H]2[C@@H]3CCc4cc(O)ccc4[C@H]3CC[C@]12C	-18	-5	1	0.8	4	-8	-2	-2.6	x
O=C(/C=C/c1ccco1)NCC(=O)N/N=C/c1ccc(Cl)cc1	-8	-3	4	1.0	3	-7	-9	-1.5	-3
CNC(=S)NNC(=O)c1sc(-c2cc(C)on2)nc1C	12	8	1	-3.1	x	1	-12	-3.5	-5
CCCn1nc(NC(=O)c2ccccn2)c2cc3cc(C)ccc3nc21	6	-2	-2	-3.0	4	-5	-4	-5.6	-3
COCCSc1ccccc1C(=O)Nc1cc(C)on1	-13	5	9	-1.9	-2	18	9	-2.6	-10
CC(=O)Nc1ccc(N(C(=O)Cc2c[nH]c3ccccc23)C(C(=O)NC2CCCCC2)c2ccco2)cc1 (centres undefined)	-8	-3	2	-2.0	0	21	-9	-1.1	0
Cc1cc(-c2nnc3sc(C4CCCCC4)nn23)n[nH]1	1	13	-2	-2.7	6	2	-18	-3.0	2
O=S1(=O)CCC(N=Cc2cc(Br)ccc2O)C1 (centres undefined)	11	-5	-1	-0.7	7	-10	1	-1.5	-4
COc1ccc(C(CNc2ccc(C(F)(F)F)cn2)N(C)C)cc1OC (centres undefined)	18	-12	-1	1.8	2	0	2	-0.8	-11
Cc1ccc(S(=O)(=O)NNC(=S)NC(=O)c2ccc([N+](=O)[O-])cc2)cc1	-6	-5	5	-4.9	-4	-3	8	-2.8	-1
COc1ccc(-c2csc(Nc3ccccc3)[n+]2CC(O)c2ccc([N+](=O)[O-])cc2)cc1 (centres undefined)	-13	1	0	-1.5	7	-12	6	-4.1	-7
COc1ccc(NS(=O)(=O)c2ccc3c(c2)oc(=O)n3C)cc1Cl	3	3	5	-1.9	0	7	-30	-2.9	-11
O=C(CSc1nnc(CN2CCCCCC2=O)n1-c1ccccn1)NCC(F)(F)F	-11	0	-4	-2.4	3	-2	-2	-2.6	-9
CCN1CCN(CC(=O)Nc2nc3ccc(C)cc3s2)CC1	1	-4	1	-0.4	5	7	-2	-1.5	-1
CCN(CC)CCNC(=O)c1cc([N+](=O)[O-])c(N(C)C)cc1OC	19	-10	2	2.2	3	-5	4	-1.4	-7

Carrying on:
SMILES	SUMO HTRF inh	HCV NS3 hel inh	IDE inh	VIM-2 inh	IDE act	CRFR2-BP antag	pCIP destab	IMP-1 inhibitor	GalR3 antag
CC(=O)c1cccc(OCc2cc(C(=O)NCCC3=CCCCC3)no2)c1	10	-8	-8	-2.1	8	7	-4	-2.6	-9
Cc1ccc(C(=O)NN2C(=O)/C(=C/c3cccn3C)SC2=S)cc1	-16	-6	12	-1.5	3	11	-5	-5.8	-2
Cc1ccc2c(C)c(C(=O)N3CCN(Cc4ccccn4)CC3)oc2c1C	9	4	-1	-3.2	4	2	-6	-5.3	-2
NC1=NC(=O)C(CC(=O)NCc2ccccc2)S1 (centres undefined)	23	-6	-3	1.7	4	-11	-21	-1.5	1
C/C(=N\NC(=O)c1c[nH]c2ccccc12)c1ccc2c(c1)OCO2	-9	5	3	-2.8	5	-17	3	-2.0	-5
CN1CCC(N(C)C(=O)c2cccc(S(=O)(=O)N3CCOCC3)c2)CC1	x	x	6	x	1	-1	x	x	6
CC(OC(=O)CCN=C1NS(=O)(=O)c2ccccc21)C(=O)Nc1ccc(F)cc1 (centres undefined)	x	x	-3	x	7	3	x	x	-2
Cc1ccc(NC(=O)CNc2cccc(C)c2C)c(C)c1	-4	8	-2	-2.6	3	-2	0	-3.8	-5

Screening data as filed in PubChem.
